# Assay outcomes from PubChem BioAssay.
# GCN5L2 inh – blocks human GCN5L2 histone acetyltransferase | Q92830 | GCN5L2 HAT assay, ThioGlo1 CoA-SH fluorescence | Potency, µM (series often up to 58.9 µM), inactives show at the top dose activity change, negative = inhibition, most hits filed as inhibitors | actives 0.21% (n = 390,000) | AID 504327
# Target sequence (Q92830 whole entry, looked up): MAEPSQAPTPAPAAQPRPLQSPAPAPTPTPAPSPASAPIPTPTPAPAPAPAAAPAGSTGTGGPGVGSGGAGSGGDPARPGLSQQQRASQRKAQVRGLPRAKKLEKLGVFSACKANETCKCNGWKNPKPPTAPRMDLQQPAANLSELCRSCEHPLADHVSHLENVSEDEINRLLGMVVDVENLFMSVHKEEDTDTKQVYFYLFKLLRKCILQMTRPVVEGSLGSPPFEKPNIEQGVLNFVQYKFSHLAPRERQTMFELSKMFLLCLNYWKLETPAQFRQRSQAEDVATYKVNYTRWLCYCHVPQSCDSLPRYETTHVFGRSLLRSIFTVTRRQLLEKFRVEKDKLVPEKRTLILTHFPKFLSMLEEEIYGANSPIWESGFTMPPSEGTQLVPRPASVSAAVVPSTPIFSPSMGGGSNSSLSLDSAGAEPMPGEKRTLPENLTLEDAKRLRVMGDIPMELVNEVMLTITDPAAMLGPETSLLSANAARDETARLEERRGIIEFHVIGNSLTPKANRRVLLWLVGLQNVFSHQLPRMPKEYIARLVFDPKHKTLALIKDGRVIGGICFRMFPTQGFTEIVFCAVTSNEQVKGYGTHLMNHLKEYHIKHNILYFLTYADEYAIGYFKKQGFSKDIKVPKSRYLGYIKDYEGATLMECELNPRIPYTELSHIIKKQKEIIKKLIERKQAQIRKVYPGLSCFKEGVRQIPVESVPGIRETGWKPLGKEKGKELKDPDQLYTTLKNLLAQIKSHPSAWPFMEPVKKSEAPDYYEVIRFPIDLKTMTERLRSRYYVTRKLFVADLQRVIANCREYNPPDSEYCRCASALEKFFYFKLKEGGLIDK
#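 GCN5L2 (20 nM) in 50mM HEPES pH 7.5, 0.1mM EDTA, 0.01% Tween-20 preincubated 15 min with compounds at room temperature. Reaction started with H3(1-25) 75uM, acetyl-CoA 70uM, ThioGlo1 50uM; CoA-thiol fluorescence (Ex340/Em540) read at 0 and 20 min.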
# DT40 TDP1 no CPT – qHTS for Inhibitors of human tyrosyl-DNA phosphodiesterase 1 (TDP1): qHTS in cells in absence of CPT; AID 686978, 2013; actives 15% (n = 420,000); DT40 Tdp1-/- hTDP1 cells, no CPT, ATP luminescence, 48 h; Potency, µM (series often up to 46.2 µM), without a hit: at the top dose activity change, negative = growth inhibition, hits mostly inhibitors; note: nearly all actives have a fitted effect of over 55% in size
#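 Compound effects on proliferation are scored in DT40 Tdp1-/-;hTDP1 cells in the absence of CPT. ATP levels (CellTiter-Glo luminescence) are recorded after a ≥48 hr, 37 °C incubation.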
# TDP1 cell CPT – DT40-hTDP1 cell growth loss with CPT. chicken DT40 Tdp1-/-;hTDP1 cells + 20 nM CPT, ATP luminescence, 48 h. Potency, µM (titrated, usually from 46.2 µM), for inactives: at the top dose activity change, negative = growth inhibition, usual class: inhibitors. AID 686979. actives 12% (n = 420,000); note: nearly all actives have a fitted effect of over 55% in size
#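 Chicken DT40 Tdp1-/- cells complemented with human TDP1, 400 cells/well, exposed to compounds plus 20 nM camptothecin for at least 48 h at 37 C; viability read as ATP content by CellTiter-Glo luminescence.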
# * marks the source's active call; other numbers are inactive results; ? = inconclusive; . = no result given; & = joins results of further samples; [ ] = another dose, or the depositor's remark. Calls come from the whole dose curve; as a rule, active = well fitted curve in the direction sought with a large enough effect; inconclusive = small, poorly fitted or top-dose-only effect, or another doubt; inactive = no such curve, though single readings can be large; an effect the other way counts as inactive or inconclusive. % is set by controls: 0 for no effect and ±100 for the full control effect; potency is the fitted concentration of half-maximal effect. Not all compounds are listed, so the mix of outcomes need not match the whole.
SMILES,GCN5L2 inh,DT40 TDP1 no CPT,TDP1 cell CPT
O=C(COC(=O)/C=C/c1ccc(OC(F)F)cc1)Nc1ccc(N2CCOCC2)cc1,-1%,-30%,-17%
COc1ccc2sc(C)nc2c1NC(C)=O,-19%,-12%,-4%
CN(C(=O)c1cccc(NC(=O)Cc2cccc([N+](=O)[O-])c2)c1)C1CCC1,-4%,?,?
COC(=O)c1cc(C(=O)N2CCN(c3cccc(Cl)c3)CC2)cc([N+](=O)[O-])c1,-2%,0.92µM*,0.65µM*
CC(=O)/C(C[N+]1(C)CCCCC1)=N\O,-22%,0%,4%
COC(=O)Cc1[nH]c(=S)[nH]c1C(=O)OC,2%,-10%,-12%
O=C(Nc1ccccc1)N(C1=NCCCCS1)c1ccccc1,2%,-28%,2%
N#C/C(=C/c1ccc(Br)s1)C(=O)NCCc1c[nH]c2ccccc12,-11%,21µM*,23µM*
COc1ccc(-c2nnc(Sc3nc4ccccc4o3)c3ccccc23)cc1,-3%,20µM*,?
CN(C)S(=O)(=O)c1ccc2c(c1)C(CC(=O)O)NC2=O (centres undefined),-2%,-1%,-2%
NC(=O)c1ccc(N2CCN(c3ncc(C(F)(F)F)cc3Cl)CC2)cc1,-10%,14%,-2%
CCNC(=O)N(CC)C[C@H]1N[C@@](C)(C(=O)OC)[C@H]2C(=O)N(C)C(=O)[C@@H]12,-1%,-8%,-18%
O=C(COC(=O)CCC1CCCC1)Nc1ccccc1OC(F)F,-10%,11%,23%
CC1CCc2c(C(=O)NCc3ccco3)csc2C1 (centres undefined),-20%,15µM*,?
C[C@H](CO)NC(=O)[C@@H]1C[C@H]1[C@@H](NP(=O)(c1ccccc1)c1ccccc1)c1ccccc1,-2%,?,-26%
CC(C)OCCCNC(=O)c1ccc(CN2CCc3ccccc3C2)cc1,-2%,?,?
O=C(C1CC(=O)N(c2ccc(Br)cc2)C1)N1CCCC1 (centres undefined),-3%,-3%,-6%
Cc1ccc(CCC(=O)Nc2ccc([N+](=O)[O-])cc2)o1,-6%,?,-15%
O=C(O)c1ccc(NC(=O)c2ccc(Cl)c(S(=O)(=O)N3CCCCCC3)c2)cc1,2%,-18%,-21%
Cc1noc(C)c1S(=O)(=O)N1CCCC(C(=O)NCCC2=CCCCC2)C1 (centres undefined),-7%,16µM*,?

# Next part, overlapping the part above by three compounds.
SMILES,GCN5L2 inh,DT40 TDP1 no CPT,TDP1 cell CPT
Cc1ccc(CCC(=O)Nc2ccc([N+](=O)[O-])cc2)o1,-6%,?,-15%
O=C(O)c1ccc(NC(=O)c2ccc(Cl)c(S(=O)(=O)N3CCCCCC3)c2)cc1,2%,-18%,-21%
Cc1noc(C)c1S(=O)(=O)N1CCCC(C(=O)NCCC2=CCCCC2)C1 (centres undefined),-7%,16µM*,?
NC(=O)c1ccc2c(=O)c(O)c(-c3cc(Cl)c(N)c(Cl)c3)[nH]c2c1,-6%,-5%,-19%
CC(=O)/C=C/c1ccccc1O,-4%,?,0%
O=C(COC(=O)COc1ccc(Cl)cc1)NCCNC(=O)COC(=O)COc1ccc(Cl)cc1,0%,?,15%
CCC(=O)N1CCc2cc(Br)c(S(=O)(=O)NCCN3CCCCC3CC)cc21 (centres undefined),.,6%,-4%
CCn1c(-c2ccncc2)n[nH]c1=S,-14%,-1%,3%
CCn1c(SCC(=O)Nc2cc(F)ccc2C)nnc1-c1ccccc1O,-8%,?,?
CC(C)(C)c1cc(Br)c(O)c(N=Nc2ccc(S(=O)(=O)N3CCOCC3)cc2)c1,-11%,?,?
COc1cc(OC)cc(C(=O)N2CCC(N3CCN(c4ccccc4OC)CC3)CC2)c1,0%,?,-29%
CC(C)(C)NC(=O)COC(=O)/C=C/c1ccc(F)cc1,52%[activator],?,2%
COc1cccc(NC(=O)CSc2nc3n[nH]c(C)c3c(=N)n2-c2cccc(OC)c2)c1,-29%,21µM*,23µM*
COc1ccc(N2CCN(C(=S)NC(C)c3ccccc3)CC2)cc1 (centres undefined),-10%,15µM*,?
CC(Oc1ccc(Br)cc1)C(=O)O/N=C(\N)c1ccncc1 (centres undefined),-8%,-18%,-12%
COc1cc(C(=O)NCc2cccs2)ccc1OCc1c(C)noc1C,-1%,?,-4%
CCOc1cc(/C=N/NC(=O)Cn2nc([N+](=O)[O-])cc2C)ccc1OCc1ccc(F)cc1,-5%,-26%,?
Cc1ccc(-c2n[nH]c(=O)c3ccccc23)cc1S(=O)(=O)N(C)CCO,1%,-12%,-26%
O=C(Oc1ccccc1)N1CCC2(CC1)CCN(c1ccncc1)CC2,-12%,15µM*,15µM*
CC(=O)c1cccc(OCC(=O)N(Cc2ccco2)c2c(N)n(Cc3ccccc3)c(=O)[nH]c2=O)c1,-6%,12%,-8%
COc1ccc2c(c1)N(C(=O)CSc1n[nH]c(C)n1)C(C)(C)C=C2C,2%,-6%,-6%
COc1ccc(/C=C(\C#N)C(=O)NCc2ccccc2)cc1O,-5%,-29%,-29%
CCC(C)(NC(=O)c1cccc(N2C(=O)CSC2c2ccccc2)c1)C(=O)Nc1ccccc1C (centres undefined),-5%,?,3%

# 2 compounds from above, reduced to GCN5L2 inh:
canonical_smiles	GCN5L2 inh
COc1ccc(N2CCN(C(=S)NC(C)c3ccccc3)CC2)cc1 (centres undefined)	-10%
Cc1ccc(-c2n[nH]c(=O)c3ccccc23)cc1S(=O)(=O)N(C)CCO	1%

# (cont.)
SMILES,GCN5L2 inh,DT40 TDP1 no CPT,TDP1 cell CPT
COc1ccc(NC(=O)C/C(C)=N/NC(=O)CCc2ccccc2)c(OC)c1,-4%,15%,0%
COC(C[C@H](O)C[C@H](O)COCc1ccccc1)OC,36%[activator],-9%,11%
CSCCNC(=O)C1(C)CCN1C(=O)c1cc(C)n(C)n1 (centres undefined),.,-2%,-5%
Cn1c(=O)n(C)c2cc(S(=O)(=O)Nc3ccccc3O)ccc21,-9%,?,?
CSc1nc2c(c(=O)[nH]1)C(c1cccc(Br)c1)CC(=O)N2 (centres undefined),-8%,-8%,4%
COc1ccccc1NC(=O)C(C)NS(=O)(=O)c1ccccc1 (centres undefined),-1%,-4%,2%
CCc1cccc(NC(=O)Nc2cccs2)c1,-26%,?,?
COc1ccc(N2CSC3=C(C#N)C(c4ccc(OC)c(OC)c4)CC(=O)N3C2)c(OC)c1 (centres undefined),-25%,?,?
C=CCNC(=O)C1CC(c2cccc(OC)c2)=NO1 (centres undefined),-8%,-12%,1%
COc1cc(NC(=O)CSc2c3c(nc4ccccc24)CCC3)cc(OC)c1OC,-2%&-1%,?,?
CC(=O)N1c2ccc(S(=O)(=O)NCCC(=O)Nc3ccc(C)c(F)c3)cc2CC1C (centres undefined),-2%,21µM*,?
CC(=O)Nc1ccc(S(=O)(=O)Nc2nc3ccccc3nc2N2CCOCC2)cc1,-5%,0%,-1%
O=C(O)CSc1nc2ccccc2n1Cc1ccccc1,2%,-19%,-6%
COC(=O)c1cc(S(=O)(=O)Nc2c(C)cccc2C)cn1C,-4%,-14%,-1%
CC1(C)OC(=O)C2=C(CC(c3ccccc3)OC2CCc2ccccc2)O1 (centres undefined),.,23µM*,?
CN(C)c1ccc(/C=N/n2c(COc3ccccc3)n[nH]c2=S)cc1,-17%,-28%,-20%
Cc1nn(-c2ccccc2)c(N)c1N=O,-4%,6%,3%
CC(C)(C)OC(=O)N/N=C\c1ccc[nH]1,-8%,-12%,6%
CN(C)S(=O)(=O)Oc1cccc(C(=O)Nc2ccc(Cl)c(Cl)c2)c1,-4%,10µM*,7.3µM*
CCCCOc1ccc(-c2c(C#N)c(N)[nH]c(=S)c2C#N)cc1,0%,1%,6%
COc1ccc2c3n(nc2c1)CCN=C3c1ccc(Cl)cc1,2%,-1%,-12%
COc1ccccc1Oc1nc(C)c(C(C)=O)cc1C#N,-3%,-24%,-2%
CCCCn1c(N)c(N(CCOC)C(=O)CSc2nnc(-c3ccc(F)cc3)n2N)c(=O)[nH]c1=O,?,2%,0%
O=C(Cc1ccc(Cl)cc1)NNC1CC(=O)N(c2ccc3ccccc3c2)C1=O (centres undefined),17%,-1%,-12%
Cc1cccc(OCC(=O)Nc2ccc(NC(=O)c3ccco3)c(C)c2)c1,-9%,16µM*,?
COc1ccc(CCCNC(=O)C2CCC(=O)N(Cc3ccc(Cl)cc3)C2)cc1 (centres undefined),?,?,?
COc1cccc(CNC(=O)CCNS(=O)(=O)c2cccs2)c1,1%,-20%,2%
CCCN1CCC(=O)N(CCSc2ccc(C)cc2)CC1,-5%,?,?
COc1ccc(NC(=O)CN(C)C(=O)CCc2c[nH]c3ccccc23)cc1,1%,-14%,9%
CCOC(=O)C1=C(C)N=C2SC(C)C(=O)N2C1c1ccc(OC(C)=O)c(OC)c1 (centres undefined),-5%,-13%,-20%
COc1cc(CN2CCOc3ccc(CN4CCN(CCO)CC4)cc3C2)ccc1F,.,-15%,6%[9.04 µM]
COc1ccc(CNc2ccc(-c3ccc(OC)cc3)nn2)cc1,2%,-7%,?
CCCC(C)NC(=O)Cc1ccccc1 (centres undefined),-2%,-10%,-4%
COc1cc(CN2CCN(CCc3ccccc3)C(CCO)C2)cc(OC)c1 (centres undefined),0%,-23%,0%
O=c1cc(CCl)[nH]c2nc3ccccc3n12,-21%,-3%,-8%
CCN1CCN(c2nnc(-c3ccc(C)cc3)c3ccccc23)CC1,-9%,2%,-13%
COCCCN1C(=O)C(CC(=O)NCCCCc2ccccc2)CC(C(=O)N2CCOCC2)=C1C (centres undefined),.,-18%,-24%
O=[N+]([O-])c1cc(S(=O)(=O)N2CCOCC2)ccc1N1CCCC1,-8%,-1%,2%
COc1ccccc1NC(=O)c1cc(S(=O)(=O)NC2CCCC2)ccc1F,-6%,4%,?
Cc1ccc(C(O)c2ncc(-c3cccc(C(F)(F)F)c3)[nH]2)cc1F (centres undefined),.,13µM*,26µM*

# Ordered by SMILES length (low to high): some entries from above
SMILES,GCN5L2 inh,DT40 TDP1 no CPT,TDP1 cell CPT
Cc1nn(-c2ccccc2)c(N)c1N=O,-4%,6%,3%
CCN1CCN(c2nnc(-c3ccc(C)cc3)c3ccccc23)CC1,-9%,2%,-13%
COc1cc(CN2CCOc3ccc(CN4CCN(CCO)CC4)cc3C2)ccc1F,.,-15%,6%[9.04 µM]

# The listing continues.
SMILES,GCN5L2 inh,DT40 TDP1 no CPT,TDP1 cell CPT
COc1cc(OC)c(NC(=O)c2cc(C(C)=O)n3ccccc23)cc1Cl,-26%,?,7.3µM*
CCN1C(=O)/C(=C/c2nc3ccccc3c(=O)n2-c2ccccc2)c2ccccc21,-1%,18µM*,21µM*
COc1ccc(CC(=O)Nc2nc(-c3ccccc3)c(C(C)=O)s2)cc1OC,-23%,?,?
CN(C)C(CNC(=O)c1ccc(S(=O)(=O)Nc2ccccc2)cc1)c1ccco1 (centres undefined),-1%,-21%,-9%
Nc1c(C(=O)c2ccccc2)sc(Nc2ccc(Cl)c(Cl)c2)c1C(=O)Nc1ccccc1,-12%,4.1µM*,?
CCOC(=O)c1c(C)[nH]c(C)c1S(=O)(=O)N(C)CC(=O)N1CCN(c2cccc(C)c2C)CC1,0%,?,18µM*
CCCCc1cc(=O)oc2cc(OCC(=O)N3CCOCC3)ccc12,-3%,?,-21%
COc1ccccc1NS(=O)(=O)c1ccc(C(=O)NCc2ccncc2)cc1,-6%,-26%,-26%
CC(NC(=O)Cn1ccsc1=N)C12CC3CC(CC(C3)C1)C2 (centres undefined),-2%,23µM*,16µM*
COc1ccc(OCc2ccc(-c3nc(C#N)c(NCc4ccccc4)o3)o2)cc1,-11%,?,?
O=C(C(=O)N1CCN(c2ccc(F)cc2)CC1)c1c[nH]c2ccccc12,-7%,21%,1%
O=C(c1cccs1)N(Cc1nc2sc3c(c2c(=O)[nH]1)CCCC3)C1CCCC1,.,?,-23%
COc1ccc(OC)c(-c2noc(N3CCN(c4cccc(C(F)(F)F)c4)CC3)n2)c1,-13%,?,?
Cc1ccc(C)c(CN2C[C@H](Sc3ccccn3)C[C@H]2C(=O)Nc2ccc3sc(C)nc3c2)c1,.,-10%,0%[9.04 µM]
Cc1ccc(/C=C2/C(=N)N3N=C(CC(=O)N4CCCC4)SC3=NC2=O)o1,?,?,?
CN(C(=O)C(Cl)Cl)c1ccc(OC(=O)c2ccco2)cc1,1%,-22%&-20%,-10%&-12%
COc1ccc(Cn2c(=O)c3[nH]cnc3n(-c3ccccc3C)c2=O)cc1,-6%,5.2µM*,3.7µM*
CC(C)CN1CCN(Cc2cn(C)c3ccccc23)CC1CCO (centres undefined),-4%,?,?
CCC(CC)c1nnc(NC(=O)c2cccc(S(=O)(=O)N3CCc4ccccc43)c2)s1,-15%,?,?
Cc1ccc(C)c(Oc2ncnc(N)c2[N+](=O)[O-])c1,-3%,-4%,-1%
Cc1nn(-c2ccccc2)c2c1N(CC(=O)N1CCN(c3ccccc3F)CC1)C(=O)CS2,-5%,?,18µM*
